Screens deposited in PubChem BioAssay by National Center for Advancing Translational Sciences (NCATS).
HTT ATP protect: protects HTT-Q103 PC12 cells, measured by ATP; PC12 HTT-Q103 induced, cytoprotection, ATP luminescence, 40 h; Potency, µM (top dose mostly 56.4 µM), without a hit: cytoprotection (ATP increase), hits mostly activators; 0.14% of 230,000 active; AID 1471;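 also: potency is read from the fitted curve at half-maximal effect; % of control where 0% means no effect; nearly all actives have a fitted effect of over 45% in size; toxic huntingtin expression switched on by the ecdysone agonist tebufenozide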
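Compounds were screened for protection of PC12 cells against cell death after tebufenozide induction (100 nM final) of mutant Huntingtin exon 1 (Q103) fused to GFP.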
CBFb RUNX1 block: inhibitors of human CBF-beta and RUNX1 interaction; Q01196+Q13951; AlphaScreen CBFb-His/RUNX1-biotin binding, biochemical; Potency, µM (series often up to 59.8 µM), without a hit: at the top dose activity, negative = inhibition, usual class: inhibitors; 230,000 tested, under 10 active; AID 1477; also: % of control where 0% means no effect
Target sequence (Q01196 whole entry, looked up): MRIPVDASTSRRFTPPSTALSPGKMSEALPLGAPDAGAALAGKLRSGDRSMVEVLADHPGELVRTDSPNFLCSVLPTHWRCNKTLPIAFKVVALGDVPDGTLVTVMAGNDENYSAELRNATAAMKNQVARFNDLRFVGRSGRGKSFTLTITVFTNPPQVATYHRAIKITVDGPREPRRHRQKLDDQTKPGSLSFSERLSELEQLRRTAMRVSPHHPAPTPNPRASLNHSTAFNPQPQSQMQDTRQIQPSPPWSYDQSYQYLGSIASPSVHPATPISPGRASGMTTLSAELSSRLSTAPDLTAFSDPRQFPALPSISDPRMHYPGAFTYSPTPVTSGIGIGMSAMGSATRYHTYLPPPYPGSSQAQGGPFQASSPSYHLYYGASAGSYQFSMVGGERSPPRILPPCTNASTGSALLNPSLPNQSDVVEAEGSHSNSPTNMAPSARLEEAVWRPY
Target sequence (Q13951 whole entry, looked up): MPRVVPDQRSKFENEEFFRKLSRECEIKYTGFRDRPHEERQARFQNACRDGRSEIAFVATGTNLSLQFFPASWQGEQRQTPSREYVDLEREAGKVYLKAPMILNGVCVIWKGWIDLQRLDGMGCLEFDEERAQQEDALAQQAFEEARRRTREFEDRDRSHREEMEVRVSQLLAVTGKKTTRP
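CBF-beta (His) and RUNX1 (biotin), 30 nM each; 20 min preassociation; + compound, 15 min; + beads 50 ng each (Ni, streptavidin), 90 min; RT; AlphaScreen read.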
SMN2 splice enh: SMN2 splice variant enhancement | HEK293 SMN2-luciferase splicing reporter, luminescence, 30-36 h | Potency, µM (series often up to 46.1 µM), without a hit: top-dose activity change, positive = activation, usual class: activators | 2.8% of 210,000 active | AID 1458; also: potency is read from the fitted curve at half-maximal effect; % of control where 0% means no effect; nearly all actives have a fitted effect of over 55% in size
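qHTS luciferase splicing reporter: luminescence rises when SMN2 exon 7 is included in transfected HEK293 cells. Compound exposure lasted 30-36 h at 37C, with 4.5 mM final sodium butyrate as control, followed by a ONE-Glo read.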
Lamin A splicing: modulators of lamin A splicing | HeLa LMNA splicing GFP/RFP minigene ratio, 48 h | Potency, µM (doses to about 46.1 µM), for the others: top-dose ratio change, negative = inhibition, usual class: inhibitors | 0.01% of 200,000 active | AID 1487; active = well fitted inhibition curve with a large enough effect in the signal ratio, with a control signal flat, not every such curve was filed as active; inconclusive = small, poorly fitted or top-dose-only effect, or effect the other way, or a change in a side signal; the % refers to the signal ratio; also: potency is read from the fitted curve at half-maximal effect; % is scaled to controls: 0 for no effect and ±100 for the full control effect
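S3 HeLa cells stably expressing lamin A-EGFP splicing minigene plus DsRed2, 600 cells/well, 48 h compound exposure at 37C. Laser-scanning cytometry; analysed as GFP (500-530 nm)/RFP (575-640 nm) total intensity ratio; 0.5% DMSO vehicle.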
KinaseGlo FLuc: Kinase-Glo luciferase inhibition (counter-screen) | Kinase-Glo luciferase, ATP luminescence, 8 min | Potency, µM (series often up to 38.3 µM), for the others: at the top dose activity change, negative = inhibition, most hits filed as inhibitors | 0.28% of 200,000 active | AID 1379; also: potency is read from the fitted curve at half-maximal effect; % is scaled to controls: 0 for no effect and ±100 for the full control effect; nearly all actives have a fitted effect of over 60% in size
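Light output from Kinase-Glo luciferase with luciferin and 10 uM ATP in 50 mM imidazole pH 7.2, KCl, MgCl2, Tween 20, BSA; compound pin-delivered, 8-min ambient incubation, then luminescence read.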
HttQ103 aggreg: reduces HttQ103-GFP aggregates in PC12 cells | PC12 HttQ103-GFP aggregates, Acumen cytometry, 40 h | Potency, µM (highest dose often 46.1 µM), inactives show at the highest dose activity change, negative = inhibition, usual class: inhibitors | 1.1% of 220,000 active; also: potency is read from the fitted curve at half-maximal effect; % is scaled to controls: 0 for no effect and ±100 for the full control effect; nearly all actives have a fitted effect of over 60% in size
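Aggregates are detected as GFP objects 1–25 µm with signal 6 STDEV over background in lysates of induced PC12 cells. These carry Huntingtin exon 1 with 103 glutamines fused to GFP under an ecdysone promoter; compounds titrated.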
IMPase Li inh: membrane-permeable IMPase blocker, potentiated with lithium; CHO-M1 cells, IP1 TR-FRET (IP-One), carbachol + lithium; Potency, µM (doses to about 59.4 µM), without a hit: at the top dose activity, negative = IMPase inhibition, usual class: inhibitors; 0.35% of 210,000 active; AID 1457;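 also: IP1 builds up when IMPase is blocked and the TR-FRET signal falls; potency is read from the fitted curve at half-maximal effect; plate controls were basal vehicle for no effect and high inhibitor control for full effect; nearly all actives have a fitted effect of over 50% in size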
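Readout is a homogeneous TR-FRET IP1 immunoassay (Ex 320, Em 665 and 620), where raised cytosolic IP1 lowers signal. Cells were CHO-M1 treated 30 min at 37C with test compounds plus a little lithium; AC50 values came from Hill-equation fitting.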
Numbers without * were called inactive; ? = inconclusive; · = not tested or not shown; & = joins results of further samples; [ ] = another dose, or the depositor's remark. Unless noted, calls follow the shape of the dose curve; as a rule, active = well fitted curve in the direction sought with a large enough effect; inconclusive = small, poorly fitted or top-dose-only effect, or another doubt; inactive = no such curve, though single readings can be large; an effect the other way counts as inactive or inconclusive.

SMILES | HTT ATP protect | CBFb RUNX1 block | SMN2 splice enh | Lamin A splicing | KinaseGlo FLuc | HttQ103 aggreg | IMPase Li inh
CC1(C)Cc2nc3sc4c(N(CCO)CCO)ncnc4c3cc2CO1 | -41%[inhibitor] | -11% | 19% | 2% | -4% | 5% | 15%[38.3 µM]
COc1ccc(C2=[N+]([O-])C(C)(C)N(O)C2(C)C)cc1 | -20% | 1% | -9% | 3% | 0% | 11% | 7%[38.3 µM]
Cc1ccc2nc3c(cc2c1)c(NS(=O)(=O)c1ccccc1)nn3CC(C)C | -5%[10 µM] | 2% | -6% | -14% | 3% | 0% | -3%
O=C(Nc1ccccc1[N+](=O)[O-])c1cccnc1Cl | · | 1% | 4% | -8% | -2% | 3% | 3%
Cn1cc(CNC(=O)C23CC4CC(CC(C4)C2)C3)cn1 | -3%[10 µM] | 8% | 1% | -6% | -2% | -4% | 8%
Cc1ccc(NC(=O)CSC2=C(C#N)C(c3ccc4c(c3)OCO4)CC(=O)N2)cc1C (configuration not stated) | 26%[10 µM] | ? | -31%[inhibitor] | ? | 2% | -11% | 8%
CCOC(=O)COc1c(Br)cc(C2NC(=O)NC(C)=C2C(C)=O)cc1OC (configuration not stated) | 10%[10 µM] | 10% | -3% | -2% | 1% | 5% | 12%
CC(=O)c1cc(F)c(N2CCOCC2)cc1C | 8% | 3% | -8% | 6% | -2% | 1%[1.84 µM] | 6%[38.3 µM]
CCc1ccc(-c2cn3nc(C)c(C)nc3n2)cc1 | -3% | 9% | -18% | 20% | -4% | -8% | 7%[38.3 µM]
CSc1nc(N2CCN(c3ccccc3)CC2)cc(N2CCN(c3ccccc3)CC2)n1 | -46%[inhibitor] | -3% | -17% | ? | -3% | -1% | 11%
CCC(c1nnnn1C1CCCC1)N1CCN(c2ccccc2F)CC1 (configuration not stated) | 9% | 1% | -9% | 3% | -3% | -1% | 38%[activator][38.3 µM]
Cc1cc(C)c(C(=O)Nc2ccccc2)c(CC(C)(C)C(=O)O)c1 | -4%[10 µM] | 11% | · | ? | · | -2%[9.22 µM] | ·
COc1ccc(C2C(C(=O)N3CCOCC3)CCC(=O)N2c2cc(OC)c(OC)c(OC)c2)cc1 (configuration not stated) | 34%[10 µM] | 1% | -4% | -5% | 2% | 3% | 8%
Cc1nc(N2CCN(c3ccccc3)CC2)nc2c1C(=O)CCC2 | -16%[0.074 µM] | -5% | -13% | -19% | 3% | ? | 30%[38.3 µM]
O=C(COc1cc(Cl)c(Cl)cc1Cl)Nn1cnnc1 | -2%[0.074 µM] | 5% | · | -5% | 1% | -18% | 13%[38.3 µM]
COC(=O)Cc1c[nH]c2cccc(OCC(O)CN(Cc3ccc([N+](=O)[O-])cc3)C(C)(C)C)c12 (configuration not stated) | 5% | -24% | -24% | ? | -2% | 8% | 16%[38.3 µM]
Fc1ccc(Cn2nnnc2CN2CCN(C3CCCC3)CC2)cc1 | 25%[10 µM] | 8% | 20% | 5% | -4% | -17% | 27%[38.3 µM]
O=C(Nc1cccc(F)c1)N1CC=C(n2c(=O)[nH]c3ccccc32)CC1 | 7%[10 µM] | 5% | -18% | ? | 0% | -17% | -1%
O=C(O)CC1SC(=Nc2cccc(C(F)(F)F)c2)NC1=O (configuration not stated) | ? | 1% | 13% | 4% | -5% | 17% | -2%[38.3 µM]
Cc1cc(C)nc(Nc2n[nH]c(-c3ccccc3C)n2)n1 | -111%[inhibitor] | -3% | 11µM* | -8%[46 µM] | -6% | -7%[9.22 µM] | -3%

Brought forward from above: two entries; new compounds follow.
SMILES | HTT ATP protect | CBFb RUNX1 block | SMN2 splice enh | Lamin A splicing | KinaseGlo FLuc | HttQ103 aggreg | IMPase Li inh
O=C(O)CC1SC(=Nc2cccc(C(F)(F)F)c2)NC1=O (configuration not stated) | ? | 1% | 13% | 4% | -5% | 17% | -2%[38.3 µM]
Cc1cc(C)nc(Nc2n[nH]c(-c3ccccc3C)n2)n1 | -111%[inhibitor] | -3% | 11µM* | -8%[46 µM] | -6% | -7%[9.22 µM] | -3%
COC(=O)c1ccccc1NC(=O)CSc1nc(C)cc(C)n1 | -23% | 24% | 9% | · | 0% | -13% | 5%
O=c1ccc(NS(=O)(=O)c2ccccc2)cn1Cc1ccc(Cl)c(Cl)c1 | -13% | 3% | -19% | 3% | -1% | ? | 9%[38.3 µM]
Cc1c(Cl)c([N+](=O)[O-])nn1CCCC(=O)N1CCN(c2ccccc2)CC1 | 15% | -2% | -7% | 0% | 0% | -8% | -6%[38.3 µM]
CCn1c(SCc2nc3ccccc3[nH]2)nnc1-c1ccccc1OC | 0% | 2% | -9% | ? | 0% | -29% | 6%[38.3 µM]
COc1ccc(OC(=O)Nc2ccc([N+](=O)[O-])cc2OC)cc1 | -8%[10 µM] | 9% | · | · | · | -10%[9.22 µM] | ·
O=S(=O)(c1ccccc1C(F)(F)F)N1CCN(S(=O)(=O)c2ccccc2C(F)(F)F)CC1 | 8% | -1% | -6% | 3% | 3% | -2%[9.22 µM] | -15%[38.3 µM]
Cc1cccc(NS(=O)(=O)c2cc(C(=O)OCC(=O)Nc3cc(C)on3)ccc2C)c1 | 8%[10 µM] | -2% | -3% | ? | 2% | 10% | 18%
COc1ccc(-n2c(C)c(C(C)=O)c(C(C)=O)c2C)cc1OC | 11% | -6% | -5% | 10% | -6% | -6% | -11%[38.3 µM]
Nc1nc(N)c(N=Nc2ccc(C(=O)O)cc2)c(N)n1 | 15%[10 µM] | 3% | · | · | · | 5%[9.22 µM] | ·
CCCn1c(NCc2cccs2)nc2ccccc21 | 6% | 6% | 5% | 17% | -1% | -6% | 2%[38.3 µM]
COc1ccc2oc(C(=O)OCC(=O)c3ccc4c(c3)OCCO4)c(C)c2c1 | -11% | 4% | -34%[inhibitor] | ? | -3% | 5% | -8%[38.3 µM]
CC(C)(C)NC(=O)NC(=O)CN1CCN(Cc2ccccc2)CC1 | -20% | 13% | 8% | ? | 4% | -2% | 9%
COc1ccc(NS(=O)(=O)c2ccc(N)cc2)nn1 | -14% | -1% | -7% | ? | 6% | -21% | -3%&0%&1%
CCc1ccccc1NC(=O)CSc1nc2ccccc2n1CC(=O)N1CCCC1 | 20%[10 µM] | -2% | ? | -18% | 5% | 14% | 3%
O=C(CCn1c(=O)oc2ccccc21)Nc1cccc(Cl)c1 | 4% | 5% | 2% | 9% | 3% | 12% | 18%[38.3 µM]
COc1ccc(NS(=O)(=O)c2cc(NC(=O)c3sccc3C)ccc2N2CCOCC2)cc1 | -23%[10 µM] | 4% | · | · | · | 2%[9.22 µM] | ·
CN(Cc1ccccc1)Cc1ccccc1F | -5%[10 µM] | 4% | -6% | 2% | -1% | 5% | -5%[38.3 µM]
CCCOc1ccccc1C1NC(=O)NC(C)=C1C(=O)OCCOC(C)C (configuration not stated) | -13% | 6% | · | -1% | · | -6% | ·
Cn1c(=O)c2c(ncn2CCCc2ccccc2)n(C)c1=O | 0%[10 µM] | 0% | -25% | -5% | -2% | -6% | 2%[38.3 µM]
COc1ccccc1NC(=O)CSc1ccc2nnc(-c3ccccn3)n2n1 | 3% | ? | -9% | -4% | 1% | 14% | 11%[38.3 µM]
O=C(Nc1cc(C(F)(F)F)ccc1Cl)C(Sc1nnc(-c2cccs2)o1)c1ccccc1 (configuration not stated) | 17%[10 µM] | 3% | · | ? | · | 9% | ·
Cc1cc(Cl)ccc1OCCCC(=O)N1CCN(C)CC1 | -29% | -3% | -3% | 5% | 0% | -10% | -4%[38.3 µM]
O=C(NC1CCCc2ccccc21)C1CCC(CNS(=O)(=O)c2cccc3nsnc23)CC1 (configuration not stated) | -33% | 2% | -10% | -6% | 2% | 12% | 12%[38.3 µM]
O=C(Cc1ccccc1)NC(NNc1ccccc1)(C(F)(F)F)C(F)(F)F | 2%[10 µM] | ? | -9% | -7% | 0% | -19% | 11%
CC1(C)[C@@H]2CC[C@]1(CC(=O)O)[C@H](Cl)C2 | -6%[10 µM] | · | 13%[9.22 µM] | · | -1%[7.66 µM] | · | 2%
COCCCNC(=S)NC1CC2CCCC(C1)N2Cc1cccs1 (configuration not stated) | 31% | 2% | 11% | -9% | -4% | -1% | 0%[38.3 µM]
CC(C)(C)NC(=O)Cn1nnc(-c2ccccc2NC(=O)c2cnccn2)n1 | 8% | -1% | -22% | 1% | 1% | -8% | 3%[38.3 µM]
N#Cc1ccccc1Sc1ccccc1C(=O)OCC(=O)NC1CCS(=O)(=O)C1 (configuration not stated) | -22%[10 µM] | 5% | -1% | 5% | 2% | -4% | -7%
COc1ccc(N(Cc2cc3ccc(C)cc3[nH]c2=O)C(C)=O)cc1 | -12%[10 µM] | 2% | -7% | 7% | -1% | -5% | -3%[38.3 µM]
O=C(Nn1c(SCc2ccc([N+](=O)[O-])cc2)nc2ccccc2c1=O)c1ccc(F)cc1 | -65%[inhibitor][10 µM] | -5% | 1% | ? | -21% | 1% | -8%
COC(=O)/C=C/c1ccc2c(c1)OCO2 | -4%[10 µM] | -9% | 17% | ? | -11% | 4% | -1%
N#Cc1c(N2C(=O)Nc3ccccc3N2O)sc2c1CCCC2 | -76%[inhibitor] | 1% | -7% | -3%[9.22 µM] | 2% | -6% | 3%
CCOC(=O)C1CCCN(CCC(=O)Nc2cc(C)cc(C)c2)C1 (configuration not stated) | 6%[10 µM] | -5% | -7% | 6%[46 µM] | 0% | -11% | 3%
CCOC(=O)N1CCN(C(=O)c2ccc3c(c2)NC(=O)C(N2CCOCC2)S3)CC1 (configuration not stated) | 9% | 4% | -21% | 8% | -3% | -5% | 9%[38.3 µM]
Cc1ccccc1N=C1SCC(=O)N1Cc1ccccc1 | · | 14% | -11% | ? | -1% | 14% | 14%
CC1CCCCN1C(=O)CSc1nc(-c2ccccc2)cc(=O)[nH]1 (configuration not stated) | -2%[0.074 µM] | 8% | 14% | 0% | 4% | 3% | 7%[38.3 µM]
COc1cccc([C@@H]2Oc3ccc(Br)cc3C[C@H]2OC(=O)NCCc2ccc(OC)c(OC)c2)c1 | -35%[inhibitor] | -16% | -1% | · | -2% | · | 21%
CC(=O)N1CCN(C(=O)CCc2nc3sc4c(c3c(=O)[nH]2)CCCC4)CC1 | 7% | 6% | 4% | -11% | 0% | -2% | 1%[38.3 µM]
